Rab7 wt GTP bind: modulators of GTP binding to Rab7, primary screen, biochemical, wildtype, multiplex bead flow cytometry. Rab7 GTPase wild type (dog), Bodipy-FL-GTP binding. GST-Rab7 beads, fluorescent GTP binding; actives lie on both sides; untreated = 100%, excess cold GTP = 0%. GTP binding activity (percent of control), % at 10 µM. 0.055% of 190,000 active. AID 758, 2007;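 active = fluorescent GTP binding to Rab7 beads changed by at least 20 points from the 100% baseline, either direction, mostly lower; inconclusive = compound itself probably fluorescent, or too few beads counted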;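 also: median green fluorescence of bound Bodipy-FL-GTP per Rab7 bead population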
Pf gamet viab: late stage P. falciparum gametocyte viability inhibitors, primary screen, ATP luminescence, HTS. inhibition, % at 10.9 µM. 0.065% of 150,000 active. AID 743093, 2013. P. falciparum stage V gametocytes, 24 h;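 active = inhibition above the mean plus 3 SD of compounds within the control limits, set per campaign, cut at about 38% in these data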;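 also: 0% = DMSO wells and 100% = medium only without gametocytes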
Rac1 act GTP bind: GTP binding modulators of activated mutant Rac1, primary screen, biochemical, bead-based flow cytometry, multiplex, fluorescent GTP; Ras-related C3 botulinum toxin substrate 1 (Homo sapiens), P63000; GST-Rac1 activated beads; actives lie on both sides; 100% means binding = to untreated wells; percent activity (GTP binding), % at 10 µM; 0.11% of 190,000 active;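 active = GTP binding at least 20 percentage points away from the 100% baseline, in either direction, so actives lie on both sides; inconclusive = Compound likely fluorescent itself, or too few beads counted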
Mcl1-Noxa inh: Mcl-1/Noxa binding inhibitors, primary screen, biochemical, TR-FRET, 1536-well; 1.5% of 220,000 active; inhibition, % at 21.7 µM; TR-FRET Mcl-1/Noxa peptide binding, 2 h; Induced myeloid leukemia cell differentiation protein Mcl-1 (Homo sapiens), Q07820; AID 1022, 2008;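 active = compounds that cut the protein-peptide binding signal by more than 50% relative to plate controls in a single-dose test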;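 also: His-tagged Mcl-1 with rhodamine Noxa BH3 peptide and terbium anti-His antibody; 0% = Mcl-1 plus Noxa peptide wells and 100% = peptide-only wells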
Target sequence (Q07820 whole entry, looked up): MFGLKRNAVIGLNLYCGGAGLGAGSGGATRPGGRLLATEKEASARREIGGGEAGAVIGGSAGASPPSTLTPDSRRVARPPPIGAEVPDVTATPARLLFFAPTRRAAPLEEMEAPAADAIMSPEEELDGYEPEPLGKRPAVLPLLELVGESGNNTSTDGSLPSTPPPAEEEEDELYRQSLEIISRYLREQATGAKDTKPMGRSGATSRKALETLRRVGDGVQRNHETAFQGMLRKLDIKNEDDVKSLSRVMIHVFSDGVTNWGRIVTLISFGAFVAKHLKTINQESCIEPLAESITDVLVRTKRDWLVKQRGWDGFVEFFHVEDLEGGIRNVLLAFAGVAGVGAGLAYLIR
Cdc42 wt: modulators of GTP binding to wildtype Cdc42, primary screen, biochemical, multiplex bead flow cytometry, Bodipy-GTP. Cell division control protein 42 homolog (Homo sapiens), P60953. GST-Cdc42 beads; actives lie on both sides. percent activity (GTP binding), % at 10 µM. 0.2% of 190,000 active. AID 761, 2007;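 active = percent activity GTP binding at least 20 points away from the 100% baseline, either down as inhibitor or up as activator; inconclusive = compound flagged as likely green fluorescent from well-wide comparison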;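 also: median bead fluorescence of bound Bodipy-FL-GTP at 100 nM; 0% = excess unlabeled GTP control and 100% = no compound control; below 100% means less GTP binding so inhibitor and above means activator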
Target sequence (P60953 whole entry, looked up): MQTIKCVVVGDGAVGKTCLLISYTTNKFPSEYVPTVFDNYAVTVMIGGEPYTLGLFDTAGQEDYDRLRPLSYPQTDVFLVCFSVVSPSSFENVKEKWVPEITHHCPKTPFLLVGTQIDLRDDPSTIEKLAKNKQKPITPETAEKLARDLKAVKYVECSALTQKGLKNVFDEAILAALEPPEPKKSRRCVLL
Avidin bead fluor: green autofluorescence of compounds with avidin beads – biophysical, 488/530 nm, flow cytometry, artefact control, profiling panel | compound fluorescence 488/530 nm; active compounds read high | fluorescence (KMESF) at 10 µM | 0.38% of 220,000 active | AID 1775, 2009; in the data active = fluorescence above about 47; also: inactives centre near 10
Mcl1 Bid PPI: Mcl-1/Bid binding inhibitors, primary screen, biochemical, TR-FRET, 1536-well; inhibition, % at 21.7 µM; 0.97% of 220,000 active; TR-FRET Mcl-1/Bid-Dy647 peptide binding; Induced myeloid leukemia cell differentiation protein Mcl-1 (Homo sapiens), Q07820;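 active = compounds that cut the binding signal by more than half at the single screening dose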;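 also: His-tagged Mcl-1 with europium anti-His antibody binding Bid BH3 peptide; 0% = Mcl-1 plus peptide wells and 100% = peptide-only wells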
Bim-Mcl-1: inhibitors of Bim peptide binding to Mcl-1, primary screen, biochemical, bead-based flow cytometry, multiplex; inhibition, % at 10 µM; Bim peptide-Mcl-1 binding; Induced myeloid leukemia cell differentiation protein Mcl-1 (Homo sapiens), Q07820; 0.1% of 190,000 active; in the data active = inhibition above about 40%;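 also: 0% = no compound tracer wells and 100% = peptide blocker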
Rac1 wt GTP bind: wildtype Rac1 GTP binding modulators, primary screen, biochemical, GST-Rac1 beads, flow cytometry, multiplex; fluorescent GTP binding; actives lie on both sides; 0 = cold GTP competed, 100 = untreated; Ras-related C3 botulinum toxin substrate 1 (Homo sapiens), P63000; AID 757, 2007; GTP binding activity (% of control), % at 10 µM; 0.27% of 190,000 active;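 active = GTP binding activity at least 20 points away from the 100% control level, either lower or higher; inconclusive = compound flagged as likely green fluorescent, judged across all proteins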
HRas wt GTP bind: modulators of GTP binding to HRas wildtype, primary screen, biochemical, bead-based flow cytometry, multiplex. GST-Ras wt beads, Bodipy-FL-GTP binding; actives lie on both sides. GTP binding activity, % at 10 µM. 0.14% of 190,000 active. GTPase HRas (Homo sapiens), P01112;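 active = GTP binding activity at least 20% away from the 100% baseline, either lowered as inhibitor or raised as activator; inconclusive = flagged as likely green fluorescent, judged across all proteins in the well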;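 also: 0% = unlabeled GTP competition control and 100% = no-compound control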
Target sequence (P01112 whole entry, looked up): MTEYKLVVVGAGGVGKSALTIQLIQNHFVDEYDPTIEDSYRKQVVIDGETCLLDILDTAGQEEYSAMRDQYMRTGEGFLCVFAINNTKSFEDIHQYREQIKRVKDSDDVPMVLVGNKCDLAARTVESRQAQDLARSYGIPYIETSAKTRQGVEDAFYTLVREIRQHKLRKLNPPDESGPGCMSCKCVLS
Rab2A wt mod: modulators of GTP binding to Rab2A wildtype, primary screen, biochemical, dog, bead-based flow cytometry, multiplex; GST-Rab2 wt beads, Bodipy-GTP binding; 0.19% of 190,000 active; Ras-related protein Rab-2A (Canis lupus familiaris), P61105; GTP binding activity, % at 10 µM;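 active = GTP binding activity at least 20 points away from 100%, either lowered or raised; inconclusive = signal likely due to the compound's own green fluorescence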;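 also: 0% = beads with excess unlabeled GTP and 100% = no-compound control corrected for plate trend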
* = called active by the depositor; ? = inconclusive; · = not tested or not shown. Hits appear at their usual frequency. Share with any hit: about 2.7%.

Fields – Pf gamet viab	Rac1 wt GTP bind	Rab2A wt mod	Rac1 act GTP bind	Avidin bead fluor	HRas wt GTP bind	Mcl1 Bid PPI	Cdc42 wt	Mcl1-Noxa inh	Bim-Mcl-1	Rab7 wt GTP bind
O=C(Nc1nnc(C2CC2)s1)c1ccc(Cl)c(S(=O)(=O)N2CCc3ccccc3C2)c1
  -16	105	100	97	17	99	-4	100	-34	-8	96
CCOP(=O)(O)c1ccccc1OCCOc1ccccc1P(=O)(O)OCC
  ·	99	99	97	12	99	46	100	21	0	100
CCCCN1C(=O)C(NC(C)=O)c2ccccc21 (centres undefined)
  ·	106	105	102	37	106	-12	109	6	0	100
Cc1ccc(S(=O)(=O)c2nc(NC3CCS(=O)(=O)C3)sc2Cl)cc1 (centres undefined)
  -15	99	97	97	13	98	-29	97	-7	0	96
CC(C)N(C(=O)CSc1nc2ccccc2n1-c1ccccc1)C(C)C
  -7	95	100	96	11	98	-28	96	7	-1	95
CC(C)Sc1oc(-c2ccco2)nc1S(=O)(=O)c1ccccc1
  18	97	100	99	3	100	-4	98	7	0	99
COc1ccc(S(=O)(=O)N(Cc2nc3ccccc3c(=O)[nH]2)C2CCCC2)cc1
  6	99	100	99	17	100	-12	99	-3	0	97
COc1ccc(CN(C)Cc2nc(Cc3cccc(F)c3)no2)c2cccnc12
  -1	?	?	?	9	?	-29	?	-9	1	?
COC(=O)C1=C(C)NC(=O)CC1c1cc(Br)ccc1F (centres undefined)
  -17	99	96	99	16	100	3	103	-3	0	97
O=C(Nc1cnc2sc3c(n2c1=O)CCCC3)c1ccc(F)cc1
  ·	102	99	98	9	99	-31	101	16	-1	100
O=C(CSc1nnc(CNc2ccccc2)o1)N1CCN(C(=O)c2ccco2)CC1
  7	106	101	100	33	99	-17	103	3	2	99
Cc1cc(C)n(-c2nnc(C)n2/N=C/c2cc(Br)ccc2OCc2ccccc2)n1
  ·	96	98	98	7	97	8	97	13	-6	98
CC(=O)C1=NN(c2ccccc2)C(c2cccs2)N1c1ccc(N(C)C)cc1 (centres undefined)
  ·	107	103	101	8	104	-14	106	23	-1	99
CCN(C(=O)/C=C/c1ccc2c(c1)OCO2)c1ccccc1
  ·	103	100	99	7	99	-33	102	-1	-3	103
CCC(C(=O)NC1CCCC1)n1c(SCc2cccc(C)c2)nc2ccncc21 (centres undefined)
  ·	104	101	100	5	101	1	101	10	-4	100
N/C(Cn1cncn1)=N\OC(=O)c1ccc(Cl)cc1
  11	97	96	95	17	97	-24	97	4	-1	97
Cc1cccc(NC(=S)NNC(=O)c2cc3c(s2)CCC(C)C3)c1C (centres undefined)
  17	98	99	98	10	100	-65	98	-36	-5	99
O=C(NCc1ccc2c(c1)OCO2)C1CCCN(S(=O)(=O)c2cccc3nonc23)C1 (centres undefined)
  9	109	103	104	7	103	5	106	13	4	101
O=C(COc1ccc(Br)cc1Cl)NC1CCCCC1
  21	103	99	100	6	102	-6	98	-2	-3	103
O=C(CSc1nc2ccc(Cl)cc2[nH]1)c1c[nH]c2ccccc12
  -3	97	96	94	9	97	-4	93	22	0	104
CN(C)C(=S)Nc1nc2ccccc2s1
  ·	98	95	93	8	97	-18	97	-5	-11	103
CCOC(=O)c1[nH]c2ccc(F)cc2c1N=C(C)N(CC)CC
  -9	99	98	97	9	97	-16	98	3	0	96
CCOc1ccccc1N1CCN(CC(=O)Nc2nnc(CC)s2)CC1
  -3	102	98	101	17	100	-18	104	-4	21	97
O=C(NCc1ccco1)c1cc([N+](=O)[O-])ccc1Cl
  -11	96	96	95	11	94	-26	97	2	1	94
CC(=O)Nc1ccc(S(=O)(=O)N2CCN(CC3CC4C=CC3C4)CC2)cc1 (centres undefined)
  -9	98	99	98	14	97	17	95	25	-3	101
C=CCOc1ccc(/C(O)=C2/C(=O)C(=O)N(CCCN3CCOCC3)C2c2ccc(OC)cc2)cc1 (centres undefined)
  ·	97	95	96	33	95	-9	94	5	-5	94
O=C(COC(=O)c1cccc(S(=O)(=O)N2CCc3ccccc32)c1)NCc1ccco1
  6	97	97	94	8	100	-47	95	-8	-2	96
C(=N\Nc1nc(-c2ccccc2)cs1)/c1ccco1
  12	105	97	101	12	102	-11	103	6	-9	103
Fc1ccccc1CSc1nnc(-c2cccs2)o1
  -3	104	100	98	9	100	-7	103	4	3	101
Cc1ccc(S(=O)(=O)NCC(=O)OCC(=O)c2c(N)n(C)c(=O)n(C)c2=O)cc1
  -8	101	97	98	12	101	-11	100	-9	-5	101
CNc1c([N+](=O)[O-])ncn1C
  14	97	98	97	13	97	-19	99	-14	0	97
O=C(Nc1ccc(S(=O)(=O)NCC2CCCO2)cc1)c1ccc(Cl)cc1[N+](=O)[O-] (centres undefined)
  ·	101	100	95	9	101	-36	100	4	0	105
Cc1ccc2c(CC(=O)NCc3ccc4c(c3)OCO4)coc2c1
  -10	98	97	95	17	101	-2	96	5	-2	99
COc1ccc(-c2cc(C(F)(F)F)nc(S(=O)(=O)CCCC(=O)Nc3cc(C)on3)n2)cc1OC
  -15	?	?	?	10	?	-32	?	15	3	?
Nc1ncc(CCN2CCOCC2)c(-c2ccc(F)cc2)n1
  -15	101	95	98	6	97	-34	97	8	-1	101
CC1CCCCN1c1ccc(N)cc1C(N)=O (centres undefined)
  11	100	100	95	6	100	-14	97	-2	-2	106
COc1ccc(NC(=O)CN2c3cccc4cccc(c34)S2(=O)=O)c(OC)c1
  ·	101	101	99	7	101	-5	102	8	0	100
Cc1ccc(/C=C(/C#N)C(=O)NC(=O)Oc2ccccc2)cc1
  12	103	99	99	37	100	-5	102	12	-1	99
O=C(CSc1nc2ccccc2s1)NNC(=S)Nc1ccccc1
  0	99	94	92	16	98	-53	98	-9	-13	95
CC1CC(C)CN(c2ccc(C(=O)NCc3ccc4c(c3)OCO4)cc2[N+](=O)[O-])C1 (centres undefined)
  -1	101	98	97	4	99	-40	95	-5	-5	99
NC(=O)COC(=O)c1ccc(S(=O)(=O)NCc2ccco2)cc1
  17	93	94	94	11	96	-35	95	11	0	90
COc1cc(OC)c(N2CC34C=CC(O3)C(C(=O)O)C4C2=O)cc1Cl (centres undefined)
  ·	104	100	98	14	102	9	101	0	-8	101
Cc1ccc(-c2nn3c(C)nnc3c3ccccc23)cc1S(=O)(=O)NCc1ccccc1
  5	96	96	97	9	98	15	99	·	-4	96
CS(=O)(=O)N1CCC(C(=O)NCc2ccncc2)CC1
  -18	100	98	99	8	98	-1	100	5	6	98
CC(C)Nc1c(N)c(=O)oc2ccccc12
  ·	109	102	100	7	105	-86	106	-8	-3	101
C=C1C(=O)C=C2CN(C(=O)c3ccccc3)[C@@](Cc3ccc(F)cc3)(C(=O)OC)[C@@H]12
  ·	102	100	95	7	101	17	96	29	0	102
CC1CCN(CCCNC(=O)C2CC(=O)N(C3CCCCCC3)C2)CC1 (centres undefined)
  ·	107	106	101	9	106	4	104	-5	0	109
CCCCc1c(C)c(C#N)c2nc3ccccc3n2c1Nc1c(C)n(C)n(-c2ccccc2)c1=O
  ·	98	99	96	15	99	-29	99	2	0	98
COc1ccccc1/C=C/C=N/NC(=O)CN1CCN(S(=O)(=O)c2ccc(C)cc2)CC1
  ·	98	94	94	23	96	11	102	-2	-3	96
Cc1ccn2c(NC3CCCC3)c(-c3ccccn3)nc2c1
  3	99	103	95	6	102	-73	100	-35	0	107
Cc1ccc(C(=O)NC2CCCc3ccccc32)o1 (centres undefined)
  -1	105	99	97	14	101	-31	101	3	2	103
CCn1c(SCC(=O)Nc2cc(C)on2)nnc1-c1cccs1
  ·	104	102	98	7	102	-23	101	4	0	99
COCCN1C(=O)C(=O)/C(=C(/O)c2cccc(OC)c2)C1c1ccncc1 (centres undefined)
  ·	102	97	100	24	100	18	100	22	-7	97
CCOc1ccc(OCC)c(NC(=O)CCn2cccc2)c1
  ·	107	102	99	7	101	-34	103	-6	-1	101
CC(=O)C1=C(O)C(=O)N(Cc2cccnc2)C1c1ccc(Cl)cc1Cl (centres undefined)
  ·	103	100	99	7	99	-4	100	27	-3	94
Cc1ccc(Nc2nc(N3CCOCC3)c3ccccc3n2)cc1
  ·	106	99	100	8	102	-12	103	10	0	104
O=C(NCc1cccc2ccccc12)Nc1ccccc1
  -12	98	96	91	11	93	-6	94	2	-5	95
CSC1=NCCN1C(=O)c1cccs1
  ·	103	100	100	29	101	-3	104	32	-1	99
Cc1ccc2c(c1)nnn2C1CCN(C(=O)Nc2ccccc2C)CC1
  ·	97	95	97	29	95	-11	98	4	0	94
O=[N+]([O-])c1ccc(N2N=C(c3ccco3)CC2c2ccccc2)cc1 (centres undefined)
  ·	104	104	101	16	103	-40	104	23	4	106

The list goes on.
Fields – Pf gamet viab	Rac1 wt GTP bind	Rab2A wt mod	Rac1 act GTP bind	Avidin bead fluor	HRas wt GTP bind	Mcl1 Bid PPI	Cdc42 wt	Mcl1-Noxa inh	Bim-Mcl-1	Rab7 wt GTP bind
CCC(C)c1ccc(OCCN2CCCC2)cc1 (centres undefined)
  ·	108	101	97	26	102	19	105	9	-5	101
O=C(NNC(=S)Nc1ccccc1)c1cccc(S(=O)(=O)N2CCOCC2)c1
  0	96	96	92	21	97	-52	97	1	-2	101
CC(C)c1ccc(NC(=O)CCCN2C(=S)NC(C)(C)CC2C)cc1 (centres undefined)
  -6	99	96	96	13	94	-41	97	-9	0	95
Cc1ccc(NC(=O)c2ccccc2CCc2ccccc2)c(C)c1
  ·	109	105	100	56*	105	-15	106	-2	-1	106
CC(NC(=S)Nc1ccc(Cl)cc1Cl)C(c1cccs1)N1CCCC1 (centres undefined)
  -11	104	102	98	5	97	-7	99	24	-1	104
Cc1c(NC(=O)CCc2ccccc2)cccc1[N+](=O)[O-]
  9	97	98	96	9	95	7	94	-13	1	93
